# High-throughput results deposited in PubChem by several laboratories.
# L929 necroptosis = L929 zVAD cell death inhibition | viability rescue, % at 10 µM | 220,000 tested, 0.38% active | L929 zVAD necroptosis rescue, ATP luminescence, 24 h; with zVAD 60 µM;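 active = activation, scaled between plate controls, above about 75%, limit read from the data; inactive = activation under that limit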;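 also: 0% = zVAD with DMSO and 100% = DMSO alone without zVAD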
# Tb hexokinase = blocks Trypanosoma brucei hexokinase 1 activity. inhibition, % at 10 µM. recombinant TbHK1, G6PDH-coupled NADH A340. 220,000 tested, 0.11% active;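 active = inhibition of 50% or more in the single-dose primary screen; inactive = inhibition below 50%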
# EP2 antag = EP2 receptor (human) inhibition; C6 glioma cells expressing human EP2, cAMP TR-FRET; cells stimulated with saturating PGE2; 260,000 tested, 0.52% active; inhibition, % at 25 µM; P43116; AID 1422;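 active = percent inhibition above 40 after rounding to a whole number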;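 also: rat C6 glioma host cells with rolipram phosphodiesterase inhibitor present; the protocol text gives 20 µM as final concentration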
# m-calpain inh = inhibitors of pig calpain II; 220,000 tested, 0.37% active; inhibition, % at 16 µM; purified calpain II, fluorogenic peptide substrate, 30 min; AID 1236;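 active = inhibition above about 50%, limit read from the data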
# Rad51 HR inh = Rad51 (human) homologous recombination inhibition. inhibition, % at 10 µM. 200,000 tested, 0.085% active. hRad51 DNA strand exchange, fluorescence dequenching;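 active = inhibition above 40% at the single screening dose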;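 also: 0% = DMSO control wells and 100% = blanks with heterologous ssDNA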
#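 material = hRad51 filaments on single-stranded DNA | reagent = Donor/quencher-labelled 47-bp dsDNA substrate | compound = 10 µM final, single point | schedule = strand-exchange reaction 15 min at room temperature | measured by = fluorescein emission 520 nm, excitation 485 nm | read-out basis = % inhibition versus plate control and blank means | benchmarks = plate controls and plate blanks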
# 14-3-3 Bad PPI = disrupts binding of bovine 14-3-3 zeta to phospho-Bad peptide; inhibition, % at 21.7 µM; TR-FRET 14-3-3zeta/Dy647-pBad peptide displacement, 1 h; 220,000 tested, 0.71% active; P63103;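 active = inhibition above about 70%, limit read from the data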;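 also: 0% = full 14-3-3 plus peptide FRET controls and 100% = background without 14-3-3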
# Target sequence (P63103 whole entry, looked up): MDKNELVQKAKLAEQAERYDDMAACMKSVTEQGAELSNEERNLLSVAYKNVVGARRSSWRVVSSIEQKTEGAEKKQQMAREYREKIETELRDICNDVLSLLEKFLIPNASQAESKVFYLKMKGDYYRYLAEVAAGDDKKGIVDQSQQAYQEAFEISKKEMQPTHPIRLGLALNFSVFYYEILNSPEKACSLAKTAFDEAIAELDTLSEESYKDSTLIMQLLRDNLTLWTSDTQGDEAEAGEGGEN
# EP2 modulator = modulates human prostaglandin E2 receptor EP2 signaling; 260,000 tested, 0.83% active; P43116; induction, % at 25 µM; AID 940; EP2-expressing cells, cAMP HTRF FRET, PGE2 co-stimulation;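 active = compounds whose cAMP rise, as percent of the full-agonist control response, exceeds 60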;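 also: rat C6 glioma line stably carrying human EP2 under a CMV promoter; the protocol text gives 20 µM as final concentration; 100% = response of wells given 1 µM PGE2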
# eIF4E-4G inh = inhibitors of eIF4E and eIF4G interaction in translation initiation; P63073+Q04637; TR-FRET eIF4E-eIF4GI(517-606) binding, 2 h; inhibition, % at 21.7 µM; 220,000 tested, 0.37% active;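 active = inhibition above about 30%, limit read from the data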;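 also: 0% = full FRET control wells and 100% = background wells lacking eIF4GI fragment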
# Hck-Nef inh = human Hck-Nef kinase inhibition; Recombinant Hck-YEEI plus Nef, Z-Lyte FRET kinase assay; inhibition, % at 20 µM; 220,000 tested, 0.68% active; AID 463187;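 active = Hck-Nef kinase inhibition above about 50%, limit read from the data; inactive = inhibition below that limit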;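 also: 0% = DMSO with Hck plus Nef and 100% = Hck alone without Nef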
# Target sequence (P08631 whole entry, looked up): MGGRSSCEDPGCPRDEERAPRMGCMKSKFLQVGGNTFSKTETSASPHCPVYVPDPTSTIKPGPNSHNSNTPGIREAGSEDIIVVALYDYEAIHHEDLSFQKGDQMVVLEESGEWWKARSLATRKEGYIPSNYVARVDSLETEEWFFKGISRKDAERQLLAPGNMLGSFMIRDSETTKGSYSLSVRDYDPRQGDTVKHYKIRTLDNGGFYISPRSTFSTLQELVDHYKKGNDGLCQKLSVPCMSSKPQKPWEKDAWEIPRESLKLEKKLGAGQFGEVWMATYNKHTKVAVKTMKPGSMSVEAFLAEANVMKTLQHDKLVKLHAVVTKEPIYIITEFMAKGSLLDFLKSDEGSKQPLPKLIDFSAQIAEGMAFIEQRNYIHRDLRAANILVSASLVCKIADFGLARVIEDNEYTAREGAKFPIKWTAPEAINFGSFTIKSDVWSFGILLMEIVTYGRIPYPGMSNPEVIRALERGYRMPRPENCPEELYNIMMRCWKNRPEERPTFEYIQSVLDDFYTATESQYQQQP
# Starred values were filed as active, the others as inactive; i = inactive; . = no result given; & = joins results of further samples; [ ] = dose if it differs, or a comment. Some of the compounds tested; the hit share may differ from the screen's.
1. CCC(CC)NC(=O)/C=C/c1ccccc1Cl
2. CCC(=O)c1ccc(OCC(O)CN(CCc2ccccc2)Cc2ccccc2)cc1 (stereo not drawn)
3. COC(=O)Cc1[nH]n(-c2nc3ccccc3s2)c(=O)c1C(C)=O
4. Cc1ccc(S(=O)(=O)Nc2ccc(Oc3cccnc3)nc2)cc1
5. CN(C(=O)CSc1nnc(-c2cccc(F)c2)n1N)C1CCS(=O)(=O)C1 (stereo not drawn)
screen / no.	1	2	3	4	5
L929 necroptosis	1.2	-0.3	0.0	-0.4	0.1
Tb hexokinase	36	14	-10	-4	-5
EP2 antag	6	14	-2	10	4
m-calpain inh	-16	14	-33	10	-18
Rad51 HR inh	3	-32	9	14	.
14-3-3 Bad PPI	-13	65	62[fluorescence artefact?]	-13	4
EP2 modulator	-58	13	10	-7	-18
eIF4E-4G inh	-2	3	-7[fluorescence artefact?]	2	6
Hck-Nef inh	2	3	0	-13	8

6. O=C(N/N=C\c1ccccc1OCc1ccccc1)c1ccco1
7. CCOc1cc(/C=N/n2cnnc2)ccc1OC(=O)c1cccc([N+](=O)[O-])c1
8. COc1ccc(-c2nc3cc(C)ccn3c2NCc2ccc3c(c2)OCO3)cc1
9. O=c1[nH]c(CSc2nc3ccccc3s2)nc2cc(Cl)ccc12
10. CCN(CC)c1ccc(/C=C(\C#N)c2ccccn2)cc1
screen / no.	6	7	8	9	10
L929 necroptosis	1.7	-0.1	-0.8	0.1	1.9
Tb hexokinase	-17	-20	6	12	-8
EP2 antag	6	1	16	5	13
m-calpain inh	10	-8	i	-30	10
Rad51 HR inh	0	5	-7	-1	-45
14-3-3 Bad PPI	7[fluorescence artefact?]	2	-12	-5	-15[fluorescence artefact?]
EP2 modulator	13	31	-43	-39	57
eIF4E-4G inh	8	-5	-3	-7	-2
Hck-Nef inh	4	0	19	14	29

11. CC(C)CSc1nc2c(c(=O)[nH]c(=O)n2C)n1CCc1ccccc1
12. COc1ccc(C(C(=O)NC2CCCC2)N(CC2CCCO2)C(=O)Cc2cccs2)cc1OC (stereo not drawn)
13. C(=NC12CN3CN(CN(C3)C1)C2)c1ccc2c(c1)OCO2
14. CCN(CC)CCCNc1nc(CN2CCOCC2)nc2sc3c(c12)CCC3
15. CC/C(=C/c1sc2ccc(C)cc2[n+]1CCCS(=O)(=O)[O-])SC
screen / no.	11	12	13	14	15
L929 necroptosis	-0.2	-0.5	0.1	-0.8	5.4
Tb hexokinase	2	6	-1	4	-15
EP2 antag	2	8	4	6	5
m-calpain inh	3	5	-16	9	3
Rad51 HR inh	14	-2	2	-3	-1
14-3-3 Bad PPI	-12	3	3	7	-2
EP2 modulator	44	25	0	-48	34
eIF4E-4G inh	-1[fluorescence artefact?]	1	-3	5	-6
Hck-Nef inh	-1	22	-1	26	27

16. O=C(O)c1cccc(-n2cccc2/C=N/O)c1
17. NC(=O)c1ccsc1NC(=O)c1coc2ccccc2c1=O
18. COc1cccc(OCC(O)CN2CCN(c3ccccc3)CC2)c1 (stereo not drawn)
19. Cc1ccc(Cl)cc1N1CCN(C(=O)c2cccc3c(=O)c(C)c(-c4ccccc4)oc23)CC1
20. CCOc1ccc(OCC)c(S(=O)(=O)NCc2ccc3c(c2)OCO3)c1
screen / no.	16	17	18	19	20
L929 necroptosis	0.1	-0.4	0.7	1.5	-1.2
Tb hexokinase	19	-8	-9	-13	0
EP2 antag	2	4	0	12	12
m-calpain inh	-21	-11	18	-9	9
Rad51 HR inh	3	32	18	6	6
14-3-3 Bad PPI	-5	-9	6	-15[fluorescence artefact?]	-11
EP2 modulator	3	-12	8	7	-1
eIF4E-4G inh	17	-2	-2	2	-3
Hck-Nef inh	2	7	21	0	0

21. CN(C)S(=O)(=O)c1ccc(C(=O)Nc2ccc(S(=O)(=O)NC3=NCCCCC3)cc2)cc1
22. COc1ccccc1NS(=O)(=O)c1ccc(NN=C2CCCCC2)c([N+](=O)[O-])c1
23. COc1cc(CNCc2cccnc2)ccc1OCC(=O)NC(C)(C)C
24. CCOc1cc(C2C(C#N)=C(N)SC(N)=C2C#N)ccc1OCCN1CCOCC1
25. N#Cc1cnn2c(-c3cccc(C(F)(F)F)c3)ccnc12
screen / no.	21	22	23	24	25
L929 necroptosis	0.2	-0.2	1.3	0.8	1.0
Tb hexokinase	-1	5	4	-20	-8
EP2 antag	13	14	2	25	5
m-calpain inh	18	-12	30	-31	-61
Rad51 HR inh	2	-4	0	-12	7
14-3-3 Bad PPI	11[fluorescence artefact?]	-1[fluorescence artefact?]	32	-7[fluorescence artefact?]	5
EP2 modulator	-4	-9	21	13	1
eIF4E-4G inh	-5[fluorescence artefact?]	-2[fluorescence artefact?]	0	3	-1
Hck-Nef inh	3	1	22	1	6

26. N#C/C(=C\c1ccc(-c2cccc([N+](=O)[O-])c2)o1)c1nnc(N2CCOCC2)n1-c1ccccc1
27. Cc1cc2cc(CNC(=O)Cc3ccc([N+](=O)[O-])cc3)ccc2[nH]1
28. CCn1cc(CNC(=O)c2ccc(C)s2)cn1
29. CC1CCCC(C)N1C(=O)CSc1nc2ncnc(N)c2[nH]1 (stereo not drawn)
30. O=C(C(=O)N1CCCC1CO)N1CCCC1CO (stereo not drawn)
screen / no.	26	27	28	29	30
L929 necroptosis	-0.6	3.6	0.4	-0.7	3.7
Tb hexokinase	-15	-9	-3	-3	2
EP2 antag	4	4	3	-1	9&5
m-calpain inh	-78	33	-1	6	-20
Rad51 HR inh	-4	-21	.	7	5
14-3-3 Bad PPI	1	-8	-8	2	-17
EP2 modulator	-52	-31	4	18	31&2
eIF4E-4G inh	-4	0	-2	-1	-1
Hck-Nef inh	21	25	19	8	25

31. Cc1cc(C)cc(CC(Cc2nc3ccccc3[nH]2)c2nc3ccccc3[nH]2)c1 (stereo not drawn)
32. Nc1nc(-c2ccco2)nn1C(=O)c1ccc(Cl)cc1
33. CCOC(=O)C1(CC2CCCCO2)CCN(S(=O)(=O)c2cc(C)cs2)CC1 (stereo not drawn)
34. CCN1CCN(Cc2cc(=O)oc3ccc(C)cc23)CC1
35. CCOCCCN(C(=O)Cn1nnc(-c2ccc(C)o2)n1)C(C(=O)NCC1CCCO1)c1ccc(F)cc1 (stereo not drawn)
screen / no.	31	32	33	34	35
L929 necroptosis	1.2	0.1	50	-0.5	1.5
Tb hexokinase	1	-1	-3	-14	-3
EP2 antag	8	.	8	5	4
m-calpain inh	-22	-20	-20	24	9
Rad51 HR inh	-1	.	-4	2	.
14-3-3 Bad PPI	-2	10	-4	2	0
EP2 modulator	10	-34	20	7	8
eIF4E-4G inh	-3	12	2	-1	-1
Hck-Nef inh	2	0	12	-3	9

36. Nc1nc(N)c2sc3nc(C(F)(F)F)cc(C(F)(F)F)c3c2n1
37. CC(c1c(O)c2ccccc2[nH]c1=O)C1(C)CCC(O)C(C)(C)O1 (stereo not drawn)
38. FC(F)(F)c1ccccc1NC(=S)N1CCN(c2ncccn2)CC1
39. Cc1ccc[n+](CC(=O)Nc2ccc([N+](=O)[O-])cc2Cl)c1
40. Cc1c(CCC(=O)O)c(=O)oc2cc3occ(-c4ccccc4)c3cc12
screen / no.	36	37	38	39	40
L929 necroptosis	1.0	0.0	-0.4	-0.2	-0.1
Tb hexokinase	4	-18	-7	-10	-19
EP2 antag	5	26	8	7	3
m-calpain inh	-30	25	5	-15	-10
Rad51 HR inh	-19	-4	0	-3	3
14-3-3 Bad PPI	1	2	-13	3	2
EP2 modulator	-9	-29	-4	7	6
eIF4E-4G inh	-1	3	9[fluorescence artefact?]	8	-3
Hck-Nef inh	14	12	1	1	16

41. Cc1cccc(S(=O)(=O)N(CC(=O)Nc2ccccc2C)Cc2ccco2)c1
42. CCOc1ccc(Br)cc1S(=O)(=O)Nc1ccc(NC(=O)c2ccccc2C)cc1
43. Cc1nc(SCC(=O)NCCc2ccccc2)c2oc3ccccc3c2n1
44. COc1ccc(Nc2nc(C)nc3c2nnn3Cc2ccccc2)cc1OC
45. CC(=O)Nc1ccc(NC(=S)NC(=O)/C=C/c2ccc(Cl)cc2)cc1
screen / no.	41	42	43	44	45
L929 necroptosis	0.6	2.1	0.4	.	2.4
Tb hexokinase	5	1	-7	-7	-11
EP2 antag	12	5	12	12	13
m-calpain inh	6	6	16	i	3
Rad51 HR inh	5	-15	-1	2	7
14-3-3 Bad PPI	.	7[fluorescence artefact?]	6	-8	7
EP2 modulator	-40	-45	37	31	-51
eIF4E-4G inh	.	20	0	0	3
Hck-Nef inh	-19	4	-1	-5	16

46. Cc1ccc(O)c(NC2=C(Cl)C(=O)N(Cc3ccccc3)C2=O)c1
47. Cc1ccc(-n2nc(C)c(Sc3ccccc3[N+](=O)[O-])c2N)cc1
48. O=C(CN(C(=O)c1csnn1)c1cccc(F)c1)NCc1ccc(F)cc1
49. COc1ccc(N(CCN2C(=O)c3ccccc3C2=O)C(=O)c2cccc([N+](=O)[O-])c2)cc1
50. CCOC(=O)c1ccc(N2CCN(c3ccc(F)cc3)CC2)c(NC(=O)Nc2cccc(OC)c2)c1
screen / no.	46	47	48	49	50
L929 necroptosis	-0.5	0.5	-0.5	-0.7	0.0
Tb hexokinase	-2	0	-7	-3	9
EP2 antag	5	6	5	5	3
m-calpain inh	9	13	-2	2	22
Rad51 HR inh	-23	17	.	-11	-1
14-3-3 Bad PPI	35	-17[fluorescence artefact?]	-7	-6[fluorescence artefact?]	22
EP2 modulator	-46	-38	8	14	14
eIF4E-4G inh	31*	-5	3	1[fluorescence artefact?]	5
Hck-Nef inh	-35	4	0	2	0

51. Cc1cc(NC(=O)CCNS(=O)(=O)c2cc(Br)cnc2N)ccc1Br
52. CC(C)Cc1nc(Cl)c(C#N)c2c1CCC2
53. CCCn1c(=O)c2ccccc2n2c(SCCOc3ccc(Cl)cc3)nnc12
54. Cc1ccc(OCc2nc(-c3ccc(-n4cccc4)cc3)no2)cc1C
55. CCc1ccc(-c2nc(-c3ccncc3)no2)cc1
56. NC(=O)CC1NC(=O)c2cc([N+](=O)[O-])cc(I)c2OCCC(C(N)=O)NC(=O)[C@@H]2CCCN2C1=O (stereo partly drawn)
57. O=[N+]([O-])c1ccc(NCCNS(=O)(=O)c2ccccc2)c(C(F)(F)F)c1
screen / no.	51	52	53	54	55	56	57
L929 necroptosis	0.3	-1.4	-0.6	1.5	0.1	2.1	-0.3
Tb hexokinase	-3	9	4	-12	4	-7	-22
EP2 antag	12	9	6	9	12	6	12
m-calpain inh	35	3	-4	-11	0	-23	-11
Rad51 HR inh	-3	17	-1	-3	3	6	-5
14-3-3 Bad PPI	4[fluorescence artefact?]	0	4	4	-3	-3[fluorescence artefact?]	4
EP2 modulator	-49	7	14	-4	42	29	-18
eIF4E-4G inh	5	-1	4	-1[fluorescence artefact?]	4[fluorescence artefact?]	4	-1
Hck-Nef inh	0	5	-6	1	2	0	-2
